High-throughput results as filed in PubChem.
MCF10A rereplic = A quantitative high throughput screen for small molecules that induce DNA re-replication in MCF 10a normal breast cells; actives 2.9% (n = 350,000); AID 624296, 2012; Potency, µM (highest dose often 46.1 µM), for inactives: at the top dose activity, positive = re-replication, actives largely listed as activators; MCF 10A DNA re-replication, Hoechst nuclear intensity, 48 h; also: potency is read from the fitted curve at half-maximal effect; % of control where 0% means no effect; nearly all actives have a fitted effect of over 50% in size
KB-3-1 cytotox = qHTS assay for MDR1-selective chemotherapeutics: Primary screen using the parental adenocarcinoma cell KB-3-1; KB-3-1 viability, CellTiter-Glo ATP luminescence, 72 h; actives 1.4% (n = 400,000); Potency, µM (titrated, usually from 46.1 µM), for inactives: at the top dose activity change, negative = cytotoxic, hits mostly cytotoxic; also: potency is read from the fitted curve at half-maximal effect; % is scaled to controls: 0 for no effect and ±100 for the full control effect; nearly all actives have a fitted effect of over 60% in size
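Multi-concentration cytotoxicity screen in KB-3-1 cells grown in DMEM lacking phenol red with 10% FBS. After 72 h at 37 °C with compound, ATP-dependent luminescence was recorded.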
IL-1B inflam inh = qHTS for Inhibitors of Inflammasome Signaling: IL-1-beta AlphaLISA Primary Screen; THP-1 LPS/ATP IL-1B secretion, AlphaLISA, 16 h; hits give low values; AID 743279, 2014; activity change, % at 57.5 µM; actives 4.7% (n = 360,000); in the data active = activity change below about -50%; inconclusive = mostly about -30% to -49%; also: % is scaled to controls: 0 for no effect and ±100 for the full control effect
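Secreted IL-1B measured by AlphaLISA bead assay after 16 h compound exposure of THP-1 cells; compounds (final up to 57.5 uM) added 1 h before LPS (250 ng/mL) and ATP (1.25 mM) stimulation; lower signal means less secretion.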
GLP1R cytotox = qHTS of GLP-1 Receptor Inverse Agonists: Cytotox Screen. HEK293 cAMP-luciferase reporter cells, luminescence, 24 h. Potency, µM (top dose mostly 38.3 µM), without a hit: at the highest dose activity change, negative = inhibition, hits mostly inhibitors. actives 0.13% (n = 410,000). AID 624418, 2012;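 also: loss of luciferase light is scored as toxicity; potency is read from the fitted curve at half-maximal effect; % is scaled to controls: 0 for no effect and ±100 for the full control effect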
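To flag toxic compounds, the library was rerun on cells for 24 hr at 37 deg C and 5% CO2. Viability-linked luminescence was captured 12 min after adding luciferase detection reagent.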
HT1080-NT tox = qHTS for induction of synthetic lethality in tumor cells producing 2HG: qHTS for the HT-1080-NT fibrosarcoma cell line. HT-1080-NT fibrosarcoma viability, CellTiter-Glo ATP luminescence, 48 h. AID 686970, 2013. Potency, µM (highest dose often 46.1 µM), without a hit: top-dose activity, negative = less viability, usual class: cytotoxic. actives 1.6% (n = 360,000);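 also: NT is the 2HG producing partner of a matched IDH1 knockdown line; potency is read from the fitted curve at half-maximal effect; 0% = DMSO-treated cells and -100% = media-only wells without cells; nearly all actives have a fitted effect of over 55% in size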
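Fibrosarcoma NT cells, 750 per well in 5% FBS RPMI, were exposed to compound for 48 hours. Viability: CellTiter-Glo luminescence.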
HT1080 IDH1KD tx = qHTS for induction of synthetic lethality in tumor cells producing 2HG: qHTS for the HT-1080-IDH1KD cell line | HT-1080 IDH1 knockdown viability, ATP luminescence, 48 h | Potency, µM (top dose mostly 46.1 µM), for the others: at the highest dose activity, negative = toxicity, most hits filed as cytotoxic | actives 2% (n = 360,000);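 also: potency is read from the fitted curve at half-maximal effect; 0% = DMSO wells and -100% = cell-free medium wells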
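CellTiter-Glo luminescence after 48 h compound exposure at 37 degrees C of IDH1-knockdown HT-1080 cells in 5% FBS RPMI. %Activity scaled between DMSO wells and cell-free media wells, with curves fitted and assigned curve classes.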
SW480 rereplic = A quantitative high throughput screen for small molecules that induce DNA re-replication in SW480 colon adenocarcinoma cells; actives 1.8% (n = 340,000); Potency, µM (top dose mostly 46.1 µM), for inactives: at the top dose re-replication activation, hits mostly activators; SW480 DNA re-replication, Hoechst DNA content imaging, 48 h; AID 624297, 2012; also: potency is read from the fitted curve at half-maximal effect; % of control where 0% means no effect; nearly all actives have a fitted effect of over 55% in size
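Cells (250 per well) received 23 nL compound or DMSO by pin tool and were kept 48 hr at 37 C, 5% CO2. Nuclei were then stained with Hoechst for 40 min and scanned for DNA content.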
DRD3 agonist = qHTS of D3 Dopamine Receptor Agonist: qHTS | D(3) dopamine receptor (Homo sapiens), P35462 | D3R DiscoveRx beta-arrestin cells, luminescence, 90 min | max activation, % | actives 0.58% (n = 410,000) | AID 652048, 2013; in the data active = max activation above about 30%; also: 0% is about no effect; mostly tested at two doses, the higher about 12 µM
Target sequence (P35462 whole entry, looked up): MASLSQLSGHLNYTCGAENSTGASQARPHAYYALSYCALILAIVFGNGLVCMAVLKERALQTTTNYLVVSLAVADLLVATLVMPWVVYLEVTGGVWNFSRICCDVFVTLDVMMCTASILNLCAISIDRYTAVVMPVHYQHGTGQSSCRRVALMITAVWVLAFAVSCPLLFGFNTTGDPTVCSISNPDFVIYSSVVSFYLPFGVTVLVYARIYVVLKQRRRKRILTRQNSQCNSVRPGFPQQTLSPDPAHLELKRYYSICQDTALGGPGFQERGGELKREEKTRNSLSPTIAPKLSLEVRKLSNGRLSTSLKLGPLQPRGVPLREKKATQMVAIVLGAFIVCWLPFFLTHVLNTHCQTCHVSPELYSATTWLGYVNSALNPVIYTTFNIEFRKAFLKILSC
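Agonist mode: compounds and dopamine controls were applied to plated cells for 90 min at 37 degrees C after an overnight attachment at 1500 cells/well. Luminescent read-out followed 30 - 60 minutes at room temperature with DiscoveRx detection reagent.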
KB-V1 cytotox = qHTS assay for MDR1-selective chemotherapeutics: Primary screen using the drug-selected MDR subline cells KB-V1 | KB-V1 MDR cells viability, CellTiter-Glo, 72 h | Potency, µM (top dose mostly 46.1 µM), without a hit: at the highest dose activity change, negative = cytotoxicity, usual class: cytotoxic | actives 3.4% (n = 400,000); also: potency is read from the fitted curve at half-maximal effect; % is scaled to controls: 0 for no effect and ±100 for the full control effect; nearly all actives have a fitted effect of over 60% in size
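Cells of the MDR subline KB-V1 are plated, dosed with compound at multiple concentrations, and incubated 72 h at 37 degrees C; CellTiter-Glo is then added and luminescence read after 10 min.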
Starred values were filed as active, the others as inactive; ? = inconclusive; . = not tested or not shown; & = joins results of further samples; [ ] = dose if it differs, or a comment. Unless noted, calls follow the shape of the dose curve; as a rule, active = well fitted curve in the direction sought with a large enough effect; inconclusive = small, poorly fitted or top-dose-only effect, or another doubt; inactive = no such curve, though single readings can be large; an effect the other way counts as inactive or inconclusive. Hits appear at their usual frequency; about 11% have a hit in one of these screens.

item	molecule	MCF10A rereplic	KB-3-1 cytotox	IL-1B inflam inh	GLP1R cytotox	HT1080-NT tox	HT1080 IDH1KD tx	SW480 rereplic	DRD3 agonist	KB-V1 cytotox
1	Cc1cccc(NC(=O)C2CCN(S(=O)(=O)c3ccc4c(c3)OCCO4)CC2)n1	11%	1%	-4	10%	?	-3%	-4%	-5	?
2	Cc1ccc2c(C)c(C(=O)NCC(c3ccc(Cl)cc3)N3CCOCC3)oc2c1 (configuration not stated)	.	-10%	.	-1%	.	.	.	0	2%
3	CNC(=O)c1sc(N2N=C3/C(=C/c4ccccc4)CCCC3C2c2ccccc2)nc1C (configuration not stated)	?	?	-12	144%[activator]	-2%	?	7.1µM*	30	0%
4	CCC(=O)N(C)C(c1ccccc1Cl)c1nnnn1-c1c(C)cccc1C (configuration not stated)	10%	10%	70	-15%	3%	-9%	-2%	-6	3%
5	COc1ccc(NC(=O)CSc2n[nH]c(C(C)C)n2)c([N+](=O)[O-])c1	1%	10%	-67*	0%	-3%	2%	2%	2	?
6	CN(CC(=O)Nc1ccccc1Cl)C(=O)COC(=O)c1cc([N+](=O)[O-])ccc1N1CCOCC1	3%	3%	-20	?	-10%	-8%	1%	-19	4%
7	CC(C)c1ccc(/C=N/NC(=O)CCNC(=O)c2ccccc2)cc1	-16%	6%	-12	-14%	?	-18%	-20%	3	1%
8	O=C(CN1C(=O)C2(OCCCO2)c2ccccc21)NCCc1ccccc1	4%	-11%	12	9%	3%	-3%	-2%	-13	-3%
9	O=C(COCc1cc(-c2cccs2)on1)NCc1cccc(Cl)c1	.	4%	.	-5%	.	.	.	-19	-4%
10	Cc1ccc(OCCn2cc(/C=C3\C(=O)NN(c4ccccc4)C3=O)c3ccccc32)cc1	16%	9%	-1	-8%	3%	2%	-3%	-8	2%
11	O=C(CCCN1C(=O)NC2(CCCC2)C1=O)Nc1ccc(F)cc1	-1%	-1%	9	7%	-15%	-17%	0%	5	18%
12	O=C(N/C(=C\c1ccc([N+](=O)[O-])cc1)C(=O)N1CCCCC1)c1ccco1	-25%	3%	10	-6%	6%	0%	-26%	5	-22%
13	O=C(COC(=O)/C=C/c1cccc(F)c1)NC1CCCC1	-4%	-2%	3	-2%	13%	7%	-4%	-4	3%
14	COc1ccc(NC(=O)N2CCCCCC2)c(OC)c1	-50%[inhibitor]	-8%	1	-15%	7%	0%	-18%	-2	6%
15	CCOC(=O)c1sc(NC(=S)NC(=O)c2ccccc2)c(C(=O)OCC)c1C	?	?	14	-5%	7%	6%	.	-3	-24%
16	C=C[C@@H]1c2c(F)cccc2N(S(=O)(=O)c2ccc(C)cc2)[C@H](c2ccc(C(=O)OC)cc2)C1(C#N)C#N	?	-26%&-13%	50	-9%	15%	9%	1%[9.22 µM]	8	?
17	CCOCCCNC(=O)c1c(N)n(-c2ccc3c(c2)OCO3)c2nc3ccccc3nc12	23µM*	-11%	-9	4%	7%	-1%	9.2µM*	8	-25%
18	COc1ccc(Oc2c(OC)cc([N+](=O)[O-])c3ncccc23)cc1	5%	1%	?	-11%	1%	-1%	1%	1	?
19	COc1ccc(S(=O)(=O)NCC(c2ccc(N(C)C)cc2)N2CCCC2)cc1F (configuration not stated)	.	2%	.	-4%	.	.	.	-8	4%
20	COc1ccc(NC(=O)CSc2nc3ccccc3n2CC(=O)Nc2cccc(C)c2C)cc1	.	1%	.	0%	.	.	.	-5	0%
21	N#Cc1c(NC(=O)CSc2nc3ccccc3s2)sc2c1CCCC2	?	-3%	8	-4%	-1%	-2%	-11%	19	16µM*
22	CCN(C(=O)c1ccco1)c1nc(-c2ccc(OC)cc2)cs1	15%	-3%	5	26%	4%	0%	0%	15	-21%
23	Cc1ccc(CNC(=O)CSc2c3c(nc4ccc(Cl)cc24)CCCC3)o1	?	?	-16	-31%	?	?	?	-4	?
24	CC1=NN(c2ccccc2)C(=O)C1N=Nc1ccc(S(N)(=O)=O)cc1 (configuration not stated)	-12%	-4%	55	-5%	12%	28%	7%	3	0%
25	CCOc1ccc(-c2nc(CSc3nnc(N)s3)cs2)cc1OC	-15%	-10%	-15	12%	-5%	0%	-1%	-3	?
26	COc1ccc2c(CN(C)Cc3ccccc3)cc(=O)oc2c1	.	0%	-3	5%	10%	1%	.	3	-3%
27	O=C(CNC(=O)c1ccc(Cl)cc1Cl)OCC(=O)N1CCN(c2ccccc2)CC1	-3%	.	-5	11%	9%	10%	-4%	2	.
28	Cc1cccc(NC(=O)CNC(=O)c2ccccc2Cl)n1	0%	2%	?	-2%	?	16%	?	-4	11%
29	COC(=O)C(C)NC(=O)C12CC3CC(CC(C3)C1)C2 (configuration not stated)	1%	23%	0	21%	16%	17%	3%	-2	1%
30	Cc1ccc([C@@H]2CC=C(C(=O)O)CN2S(=O)(=O)c2ccccc2C)cc1	6%	1%	12	-2%	8%	2%	-5%	7	11%
31	CC(=O)N1CCSc2ccc(S(=O)(=O)NCc3ccccc3)cc21	-1%	-7%	29	-8%	-3%	0%	-1%	0	0%
32	Cc1cccc(C(C(=O)NC2CCCC2)N(Cc2cccnc2)C(=O)c2csnn2)c1 (configuration not stated)	5%	0%	23	2%	3%	-1%	-7%	3	-22%
33	CC1CCC/C(=C\Nc2ccccc2C(=O)O)C1=O (configuration not stated)	1%	-1%	-5	11%	-3%	-2%	0%	21	0%
34	CCC(C)C(=O)Nc1nnc(SCC(=O)NC(C)(C)C)s1 (configuration not stated)	7%	8%	-9	1%	1%	5%	11%	0	8%
35	CCOC(=O)Cc1csc(N/C(=N/S(=O)(=O)c2ccc(Cl)cc2)c2ccccc2)n1	?	-11%	1	-16%	-6%	-5%	13%	-3	7%
36	Cc1cccc(N(CC(=O)N/N=C/c2ccc(OCC(=O)NCc3ccco3)cc2)S(C)(=O)=O)c1C	-1%	-1%	-15	-12%	-16%	-16%	-2%	0	-6%
37	CCN(CC)CC(O)CN1C(=O)NC(C)(C)C1=O (configuration not stated)	0%	-1%	-14	12%[7.66 µM]	-9%	-25%	-6%	-7	-8%
38	CCOC(=O)CCCNc1ccc([N+](=O)[O-])cc1[N+](=O)[O-]	8%	-6%	10	-1%	-1%	?	-4%	-8	0%
39	O=C(NCCCN1CCOCC1)C(=O)N/N=C/c1ccc(F)cc1	4%	10%	0	5%	0%	1%	-10%	2	19%
40	Cc1cccc(CN2CCOCCS2(=O)=O)c1	5%	6%	-1	?	6%	8%	3%	-20	-9%
41	Cc1cccc(C)c1NC(=O)C(c1ccc(C#N)cc1)n1c(=O)c(-c2cc3ccccc3[nH]2)nc2ccccc21 (configuration not stated)	.	-11%	98	471%[activator]	?	?	.	1	?
42	COc1cc2c(cc1OC)CN(C1CCCN(Cc3cccc(C(C)=O)c3)C1)CC2 (configuration not stated)	3%	-2%	13	4%	-7%	5%	-15%	-19	2%
43	CCCCC(=O)Nc1ccc(C(=O)NNC(=O)c2cccs2)cc1	-1%	6%	17	9%	7%	8%	-2%	5	0%
44	CCN(CCn1cccn1)C(=O)c1cccc(OC2CCN(S(C)(=O)=O)CC2)c1	3%	-6%	0	-12%	4%	3%	-5%	2	?
45	CCOC(=O)N1CCN(CC(O)COc2cc(C)cc(C)c2)CC1 (configuration not stated)	8%	-13%	-8	6%	-3%	4%	-2%	-6	-5%
46	CCOc1ccc(C(=O)N2CCN(c3ccccc3)CC2)cc1	3%	12%	8	8%[7.66 µM]	-2%	13%	3%	2	17%
47	N/C(=N\OC(=O)Nc1ccccc1)c1ncc(C(F)(F)F)cc1Cl	-2%	-6%	14	-1%	2%	8%	-4%	1	-3%
48	COc1ccc(CNC(=O)c2cc3ccccc3o2)cc1OC	-1%	-18%	18	-5%	-9%	-18%	13%	4	8.2µM*

Retrieved one by one from the list above (2):
item	molecule	MCF10A rereplic	KB-3-1 cytotox	IL-1B inflam inh	GLP1R cytotox	HT1080-NT tox	HT1080 IDH1KD tx	SW480 rereplic	DRD3 agonist	KB-V1 cytotox
45	CCOC(=O)N1CCN(CC(O)COc2cc(C)cc(C)c2)CC1 (configuration not stated)	8%	-13%	-8	6%	-3%	4%	-2%	-6	-5%
48	COc1ccc(CNC(=O)c2cc3ccccc3o2)cc1OC	-1%	-18%	18	-5%	-9%	-18%	13%	4	8.2µM*

(listing goes on)
item	molecule	MCF10A rereplic	KB-3-1 cytotox	IL-1B inflam inh	GLP1R cytotox	HT1080-NT tox	HT1080 IDH1KD tx	SW480 rereplic	DRD3 agonist	KB-V1 cytotox
49	CC1(C)CC(=O)C(C(=O)/C=C/NCCc2ccccc2)C(=O)C1	?	3%	29	6%	?	?	-3%	3	16%
50	CCN1C(=O)C(CC(=O)Nc2ccc(OC)cc2)N(CCN2CCOCC2)C1=S (configuration not stated)	-1%	0%	13	-5%	-1%	-2%	-20%	-7	-6%
51	COc1ccc(CCNC(=O)COc2cc(C)cc3oc(=O)cc(C)c23)cc1OC	0%	-18%	33	-7%	13%	15%	-1%	4	0%
52	COc1cc(/C=C2\SC(=S)N(CCC(=O)NC3CCCC3)C2=O)cc(OC)c1OC	8%	?	?	6%	1%	4%	1%	5	-25%
53	COc1ccc(-c2noc(CSc3nnc(C)n3-c3cccc(C)c3)n2)cc1	.	-27%	.	3%	.	.	.	-4	-31%
54	Cc1nnsc1NC(=O)OCc1ccc(C(F)(F)F)cc1	?	?	-4	-11%	0%	-11%	-4%[9.22 µM]	-10	?
